Screening data: PubChem, National Center for Advancing Translational Sciences (NCATS)
Vif-APOBEC3G blk – qHTS for Inhibitors of Vif-A3G Interactions: qHTS | HeLa A3G-eYFP + Vif (tagged APOBEC3G with the HIV-1 protein that degrades it), YFP fluorescence, overnight | Potency, µM (doses to about 46.1 µM), for the others: at the highest dose activity, negative = active, hits mostly inhibitors | 410,000 tested, 0.076% active | AID 602310, 2012;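 also: potency is read from the fitted curve at half-maximal effect; % is scaled to controls: 0 for no effect and ±100 for the full control effect; nearly all actives have a fitted effect of over 60% in size; hits raise eYFP signal because A3G escapes Vif-driven loss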
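HeLa cells stably expressing Vif and C-terminally eYFP-tagged A3G, seeded overnight at 37 deg C, then exposed to compound by pintool overnight at 37 deg C. Rise in yellow fluorescence (Ex 488/Em 500-530, Acumen) marks blocked Vif-driven A3G degradation.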
D1 PAM – Potentiators of Human D1 Dopamine Receptor: qHTS; D(1A) dopamine receptor (Homo sapiens), P21728; HEK293 TREx D1 cells, calcium flux, dopamine EC20 potentiation; potentiation, % at 10 µM; 360,000 tested, 0.036% active; in the data active = potentiation above about 30%; also: 0% is about no effect
Target sequence (P21728 whole entry, looked up): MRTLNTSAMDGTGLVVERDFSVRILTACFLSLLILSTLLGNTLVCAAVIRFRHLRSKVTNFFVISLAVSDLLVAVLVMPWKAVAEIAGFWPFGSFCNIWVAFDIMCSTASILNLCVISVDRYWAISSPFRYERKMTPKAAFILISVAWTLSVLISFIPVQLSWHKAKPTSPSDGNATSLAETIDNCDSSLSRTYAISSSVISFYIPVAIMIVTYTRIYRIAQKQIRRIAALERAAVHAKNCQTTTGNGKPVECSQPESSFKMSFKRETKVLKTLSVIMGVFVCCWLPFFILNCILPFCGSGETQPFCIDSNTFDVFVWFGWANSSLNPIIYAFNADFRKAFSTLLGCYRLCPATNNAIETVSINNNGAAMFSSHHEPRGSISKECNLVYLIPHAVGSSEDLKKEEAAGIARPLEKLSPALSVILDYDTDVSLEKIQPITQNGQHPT
D2 PAM – HTS Assay for Positive Allosteric Modulators of the Human D2 Dopamine Receptor: Primary Screen for Potentiators | potentiation, % at 10 µM | HEK293 T-REx D2, calcium flux, EC20 dopamine potentiation | AID 485347, 2010 | D(2) dopamine receptor (Homo sapiens), P14416 | 340,000 tested, 0.34% active;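 active = potentiation over 3 SD above the plate norm, cut at about 30% in these data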; also: 0% is about no effect
Target sequence (P14416 whole entry, looked up): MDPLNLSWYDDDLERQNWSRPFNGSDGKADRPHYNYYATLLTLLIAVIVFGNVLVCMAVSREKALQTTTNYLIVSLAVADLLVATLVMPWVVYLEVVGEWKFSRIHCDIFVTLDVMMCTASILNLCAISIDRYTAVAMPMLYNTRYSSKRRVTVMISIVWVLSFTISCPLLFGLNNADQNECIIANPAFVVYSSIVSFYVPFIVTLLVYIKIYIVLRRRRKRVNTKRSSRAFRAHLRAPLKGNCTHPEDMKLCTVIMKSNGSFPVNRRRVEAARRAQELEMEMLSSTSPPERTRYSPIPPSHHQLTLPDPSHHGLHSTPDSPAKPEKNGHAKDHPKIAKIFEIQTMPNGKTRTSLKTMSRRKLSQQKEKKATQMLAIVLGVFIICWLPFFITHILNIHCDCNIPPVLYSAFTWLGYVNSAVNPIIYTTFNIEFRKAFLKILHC
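Potentiation of an EC20 dopamine calcium response is measured in a force-coupled, tetracycline-inducible Hek293 Trex D2 line. Compound-only kinetic reads over 180 s flag agonists before dopamine addition.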
D1 agonist – Allosteric Agonists of the Human D1 Dopamine Receptor: qHTS. D(1A) dopamine receptor (Homo sapiens), P21728. HEK293 T-REx D1 cells, calcium flux, agonist mode. activation, % at 2 µM. 360,000 tested, 1% active. AID 504660, 2011; in the data active = activation above about 30%; also: 0% is about no effect
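Tetracycline-induced HEK293 TREx D1 cells, force-coupled to calcium signalling, were dye-loaded with a no-wash calcium kit. Compound was pin-added after a 10 s baseline. Fluorescence was read kinetically at 1 cycle/s for 180 s, with calcium rises flagged as agonism.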
D1 antag – Antagonist of Human D 1 Dopamine Receptor: qHTS; HEK293 TREx D1 cells, calcium flux, dopamine EC80; hits give low values; D(1A) dopamine receptor (Homo sapiens), P21728; activity change, negative = inhibition, % at 10 µM; 360,000 tested, 3.2% active; AID 504652, 2011; in the data active = activity change below about -30%; also: % is scaled to controls: 0 for no effect and ±100 for the full control effect
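Calcium flux readout: force-coupled, inducible Hek293 Trex D1 line, cells induced overnight at 30 C with tetracycline, dye-loaded 30–90 min at RT. Antagonism scored against EC80 dopamine challenge given 180 s after compound.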
Vif-APOBEC3F blk – qHTS for Inhibitors of Vif-A3F Interactions: qHTS; HeLa A3F-eYFP + Vif (tagged APOBEC3F with the HIV-1 protein that degrades it), YFP fluorescence increase; Potency, µM (doses to about 46.1 µM), for inactives: at the highest dose activity, negative = active; 390,000 tested, 0.2% active; also: potency is read from the fitted curve at half-maximal effect; % of control where 0% means no effect; nearly all actives have a fitted effect of over 65% in size
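Fluorescence increase (Ex 488/Em 500-530) after overnight compound treatment at 37 deg C flags inhibition of Vif-driven A3F-eYFP loss in stable HeLa A3F-eYFP/Vif cells seeded overnight beforehand.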
RXFP1 agonist – qHTS Assay for Agonists of the Relaxin Receptor RXFP1. Relaxin receptor 1 (Homo sapiens), Q9HBX9. HEK293T-RXFP1 cAMP TR-FRET, 30 min; response scale: percent of porcine relaxin response, buffer zero. Potency, µM (highest dose often 57.5 µM), inactives show at the top dose activation, usual class: activators. 370,000 tested, 0.3% active; also: potency is read from the fitted curve at half-maximal effect; % is scaled to controls: 0 for no effect and ±100 for the full control effect; nearly all actives have a fitted effect of over 60% in size; many of its hits are not listed in these tables
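HEK293 cells stably expressing RXFP1, treated 30 min at 37C with compounds plus PDE4 inhibitor Ro 20174; cAMP measured by HTRF TR-FRET. Normalized to buffer and 29 nM porcine relaxin; EC50 by Hill fit.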
Glioma ERSR ind – qHTS for Inducers of the Endoplasmic Reticulum Stress Response (ERSR) in Human Glioma: qHTS; U87-MG GRP78 promoter luciferase reporter, 16 h; Potency, µM, inactives show at the top dose activation, actives largely listed as activators; 420,000 tested, 0.02% active; AID 602332, 2012; also: potency is read from the fitted curve at half-maximal effect; series mostly up to about 76 µM; % of control where 0% means no effect; nearly all actives have a fitted effect of over 35% in size
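Stably transfected U87-MG glioma cells carrying a GRP78-based luciferase sensor; 16 h compound incubation. Luminescence end-point read 10 min after Bright-Glo addition at room temperature.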
LDHA block – qHTS assay for inhibitors of human lactate dehydrogenase. purified LDHA, NADH/diaphorase-resazurin fluorescence; hits give low values. activity change, % (values are at about 110 or 230 µM). AID 1347041, 2019. 480,000 tested, 0.15% active; in the data active = activity change below about -30%; inconclusive = mostly about -25% to -30%;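 also: plate controls were DMSO wells for no effect and wells without enzyme for full effect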
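Remaining NADH was detected by diaphorase (0.133 mg/mL) converting 37 µM resazurin to fluorescent resorufin, read at 0 and 20 minutes. The preceding 5-minute room-temperature reaction used 2 nM LDHA, 0.2 mM sodium pyruvate and 0.06 mM NADH at pH 7.4.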
* marks the source's active call; other numbers are inactive results; u = inconclusive; x = no result given. Unless noted, calls follow the shape of the dose curve; as a rule, active = well fitted curve in the direction sought with a large enough effect; inconclusive = small, poorly fitted or top-dose-only effect, or another doubt; inactive = no such curve, though single readings can be large; an effect the other way counts as inactive or inconclusive.

SMILES	Vif-APOBEC3G blk	D1 PAM	D2 PAM	D1 agonist	D1 antag	Vif-APOBEC3F blk	RXFP1 agonist	Glioma ERSR ind	LDHA block
C/C(CCc1ccc2c(c1)OCO2)=N\N=C1\NC(=O)CC(C(=O)Nc2ccc(Cl)cc2)S1 (stereo not given)	0%	-3	-11	6	6	0%	-0.2%	-3%	4
CC1CCCCN1CCCNC(=O)Cn1ncc2c3ccccc3n(C)c2c1=O (stereo not given)	2%	0	-3	5	-15	0%	4.7%	-4%	2
COC(=O)c1nn(-c2ccc(OC)cc2)c(=O)cc1Oc1cccc(Cl)c1	3%	8	-3	2	-5	-5%	3.4%	-5%	-2
Cc1ccc(C(=O)c2oc3ccccc3c2NC(=O)c2cc(-c3ccccc3O)n[nH]2)cc1	-13%	-1	-8	2	0	u	1.8%	-5%	-6
CC(=O)c1cc(F)c(N2CCCC2)cc1C	-3%	-4	20	3	-14	-3%	3.3%	-4%	6
CS(=O)(=O)N(CC(=O)N/N=C/c1cc2c(cc1Br)OCO2)c1ccccc1Br	1%	-4	10	5	-7	2%	0.4%	-3%	-14
CCCCCOC(=O)Cn1c(=O)oc2ccccc21	-1%	2	-9	0	-17	3%	-0.9%	-1%	2
Cc1ccc(C(CCNC(C)c2cccs2)c2ccco2)cc1 (stereo not given)	-1%	-5	-12	10	23	-26%	1.1%	-7%	1
COc1ccccc1C(=O)Nc1nc(-c2ccc(S(=O)(=O)N3CCOCC3)cc2)cs1	-1%	-1	5	6	2	x	1.1%	-8%	-4
O=C(CN1C(=O)NC(c2ccccc2)(c2ccccc2)C1=O)c1c[nH]c2ccccc12	x	11	-1	16	-8	x	-0.2%	x	x
CC1CCCC(NC(=O)COC(=O)c2ccccc2NC(=O)c2ccco2)C1C (stereo not given)	-3%	2	6	1	-10	3%	1.5%	-6%	-3
Nc1ccc(Br)c2cccnc12	-30%	-1	-2	1	9	11%	2.2%	-3%	23
CCN(CC)C(=O)c1oc2ccc(S(=O)(=O)N3CC(C)CC(C)C3)cc2c1C (stereo not given)	0%	-11	6	4	-5	5%	2.5%	-3%	3
CC(=O)c1ccc(NC(=S)N(CCCN(C)C)Cc2ccccc2)cc1	3%	-2	1	8	4	-2%	0.0%	-5%	-7
COCCN(C(=O)COC(=O)c1oc2ccc(OC)cc2c1C)c1c(N)n(Cc2ccccc2)c(=O)[nH]c1=O	2%	2	1	4	9	-3%	-2.9%	-4%	-4
COc1ccc(OC)c(-n2cnc3cc(C(=O)O)ccc32)c1	1%	2	-2	0	19	-1%	0.3%	0%	1
COc1cc(Cl)c(C)cc1NC(=O)COC(=O)c1cnc(C)cn1	-8%	3	-3	0	1	-1%	-0.3%	-1%	-4
Cc1cccc(Oc2sc(C(=O)c3ccccc3)c(N)c2C#N)c1C	1%	0	10	3	8	-14%	0.1%	-3%	-5
COc1ccc(C)cc1NC(=O)C1COc2ccccc2C1 (stereo not given)	-5%	0	-3	2	6	7%	-0.2%	-2%	4
COc1cc(OC)cc(-c2c(-c3ccsc3)c3cc(Br)ccc3n2C)c1	4%	1	10	-2	x	3%	0.0%	2%	-4

Molecules shown so far that have an NH in an aromatic ring (3):
SMILES	Vif-APOBEC3G blk	D1 PAM	D2 PAM	D1 agonist	D1 antag	Vif-APOBEC3F blk	RXFP1 agonist	Glioma ERSR ind	LDHA block
Cc1ccc(C(=O)c2oc3ccccc3c2NC(=O)c2cc(-c3ccccc3O)n[nH]2)cc1	-13%	-1	-8	2	0	u	1.8%	-5%	-6
O=C(CN1C(=O)NC(c2ccccc2)(c2ccccc2)C1=O)c1c[nH]c2ccccc12	x	11	-1	16	-8	x	-0.2%	x	x
COCCN(C(=O)COC(=O)c1oc2ccc(OC)cc2c1C)c1c(N)n(Cc2ccccc2)c(=O)[nH]c1=O	2%	2	1	4	9	-3%	-2.9%	-4%	-4

(list continues)
SMILES	Vif-APOBEC3G blk	D1 PAM	D2 PAM	D1 agonist	D1 antag	Vif-APOBEC3F blk	RXFP1 agonist	Glioma ERSR ind	LDHA block
CCOC(=O)c1ccc(NC(=O)N2CCc3ccccc32)cc1	0%	-2	0	2	-2	-2%	1.1%	4%	1
CCCC1CCc2c(sc(N)c2C(N)=O)C1 (stereo not given)	3%	-6	1	-1	18	1%	-0.1%	-1%	18
Cc1ccc(CN(N=Nc2nonc2N)c2nonc2N)c(C)c1	-5%	x	x	x	x	5%	x	1%	0
Cc1ccc(Cl)cc1NC(=O)Cn1nc2c(cc1=O)CC(C)CC2 (stereo not given)	-4%	-4	-2	0	10	-1%	0.4%	-2%	-5
c1ccc(Sc2ccccn2)cc1	-1%	x	x	x	x	2%	x	-7%	-6
COC(=O)c1ccc(CN2CCC(n3nccc3NC(=O)C3CC3)CC2)cc1	1%	12	-1	0	-11	3%	7.0%	-2%	-6
COc1cc(C(=O)Nc2ccc3c(c2)N(C(=O)CCN(C)C)c2ccccc2CC3)cc(OC)c1OC	0%	2	-4	1	3	-1%	-1.3%	-2%	-15
FC(F)Oc1ccc(C2=Nn3c(nnc3-c3ccccc3Cl)SC2)cc1OCC1CC1	1%	x	x	x	x	0%	x	-4%	-3
O=S1(=O)CSCS(=O)(=O)C1	-3%	x	x	x	x	5%	x	2%	-6
O=C(Nc1cccc(F)c1)c1coc(=O)c(Br)c1	-7%	0	-7	3	7	9%	1.2%	-2%	-5
COc1ccccc1/C=C1/SC(=S)N(C(C)C(=O)NC2C=CS(=O)(=O)C2)C1=O (stereo not given)	0%	6	11	1	-12	6%	0.6%	5%	-3
CSc1nnc(-c2ccco2)n1-c1ccccc1	-5%	0	-3	1	8	2%	0.2%	0%	-4
COc1ccc(C(=O)NCc2nnc(SCC(=O)N3CCCC3)o2)cc1	-5%	14	-3	1	7	5%	-0.5%	1%	-1
CCOc1ccccc1CNC(=O)C1=C(C)C(=O)OC12CCN(C(C)=O)CC2	-4%	-2	-11	0	2	-4%	-0.8%	-3%	-5
Cn1c(SCC(=O)NNC(=S)Nc2ccccc2)nnc1-c1ccccc1	0%	-11	-8	3	-8	10%	0.2%	-4%	-1
COC(=O)c1ccc(NC(=O)CSc2ccccc2)cc1	-1%	-4	-17	2	-75*	1%	1.7%	6%	-6
COc1ccccc1NC(=O)CN1CCC(n2nnc3cc(F)ccc32)CC1	2%	-9	5	1	-46*	1%	1.8%	-5%	-4
O=C(COC(=O)c1ccco1)Nc1cc(S(=O)(=O)N2CCOCC2)ccc1Cl	1%	x	x	x	x	0%	x	-4%	-4
O=S(=O)(NCCO)c1ccc2c(c1)Cc1cc(S(=O)(=O)NCCO)ccc1-2	1%	3	-26	1	-7	4%	-1.8%	-1%	-4
Fc1ccc(NC(=S)NN=Cc2ccccc2Cl)cc1	-6%	x	x	x	x	1%	x	0%	-4
O=C(NC1CCCC1)c1cc2cc(Br)ccc2o1	-1%	-15	-2	4	-78*	1%	1.0%	-1%	-1
Cc1cc(C)n(Cc2ccc(NC(=O)c3ccc(COc4ccccc4Br)cc3)cc2)n1	-3%	x	x	x	x	-4%	1.6%	-3%	-2
COc1ccc(NC(=O)CCCOc2ccc(Cl)c(C)c2)cc1S(=O)(=O)N1CCOCC1	-8%	x	x	x	x	0%	x	-6%	0
COc1cc(Br)c(C(C)NC(=O)c2cccc(Br)c2)cc1OC (stereo not given)	-1%	-3	-12	9	-12	-1%	0.0%	-3%	-8
COc1cc(/C=C(\NC(=O)c2ccccc2)C(=O)NCCO)c([N+](=O)[O-])cc1OC	-1%	5	-1	0	41	-3%	3.0%	-2%	-7
Cc1ccc(C(=O)COC(=O)c2cc(-c3ccccc3)nc3ccccc23)cc1C	2%	-2	2	7	6	2%	3.3%	3%	2
CC(/C=C/c1ccco1)=N\NC(=O)C(O)c1ccccc1 (stereo not given)	-4%	2	13	0	-10	2%	3.2%	-4%	4
CCOC(=O)C1=C(N)N2C(=O)CSC2=C(C(=O)OC)C1	-3%	-2	x	3	7	-8%	0.1%	-2%	10
Cn1c(=O)c2[nH]c(CCCc3nc4ccccc4[nH]3)nc2n(C)c1=O	-5%	x	x	x	x	11%	x	-3%	-6
O=C(CCN1C(=O)/C(=C/c2ccccc2Cl)SC1=S)Nc1ccccc1C(=O)O	u	14	-4	3	-10	1%	-0.3%	-4%	-2
Cc1ccc(OCCC(=O)N2CCN(c3ccc(O)cc3)CC2)cc1	-3%	-1	20	-1	3	-10%	2.7%	-2%	37
CCCC(=O)N1CCc2cc(OC)c(OC)cc2C1COc1ccc2c(C)cc(=O)oc2c1 (stereo not given)	-3%	2	19	0	-1	3%	0.0%	-2%	-2
CCc1ccc(CNC(=O)c2ccc3c(c2)nc2n3CCOC2)cc1	-5%	0	3	-1	-1	0%	-2.2%	-1%	-6
CC(C)(C)C(=O)Cn1ncc(Cl)c(Cl)c1=O	u	-1	-3	11	5	2%	3.2%	-14%	-8
COc1cccc(C2=NOC(C(=O)NCc3ccccc3)C2)c1 (stereo not given)	u	-3	6	3	-6	-2%	3.4%	8%	-2
COC(=O)C1=C(C)Nc2ncnn2C1c1cccnc1 (stereo not given)	1%	-6	6	5	27	1%	-1.1%	-1%	-7
O=C(CC1COc2ccccc2O1)Nc1ccccn1 (stereo not given)	-1%	-14	20	0	-27	7%	1.2%	1%	-7
Fc1cc(F)c2nc(Nc3nc4cc5c(cc4s3)OCO5)sc2c1	u	-6	15	-2	-19	u	0.4%	u	-14
Cc1cccc(C(=O)NCCC(=O)Nc2nc(C)c(Cc3ccc4c(c3)OCO4)s2)c1	0%	-6	10	2	19	1%	1.5%	-3%	-9

This is a subset; the hit share may differ from the screen's.
